NCI-60 one-dose screen, 48 h, at 10 µM unless noted. Numbers give growth in % (100 = growth as untreated, 0 = no growth, -100 = all killed).
OVCAR-8: OVCAR-8 ovarian cancer. 81,000 tested, 4.4% active
PC-3: PC-3 prostate cancer cells; 80,000 tested, 3.9% active; AID 1794754
U251: U251 CNS tumor cells; 80,000 tested, 5.4% active
SK-OV-3: SK-OV-3 ovarian cancer cells. AID 1794785. 80,000 tested, 3.2% active
OVCAR-5: OVCAR-5 ovarian cancer | 82,000 tested, 2.9% active | AID 1794783
OVCAR-3: OVCAR-3 ovarian cancer | 79,000 tested, 7% active
SF-295: SF-295 CNS cancer cells; 79,000 tested, 5.6% active
DU-145: DU-145 prostate cancer. 81,000 tested, 4.2% active
OVCAR-4: OVCAR-4 ovarian cancer cells | 80,000 tested, 3.7% active
* = called active by the depositor; . = no result given; & = joins results of further samples; [ ] = another dose, or the depositor's remark. Rule for the calls: active = growth percent below 10; inactive = the rest.

SMILES	OVCAR-8	PC-3	U251	SK-OV-3	OVCAR-5	OVCAR-3	SF-295	DU-145	OVCAR-4
CN1C(=O)C2(NN=C(c3cccc4ccccc34)S2)c2ccccc21 (stereo not given)	26	20	9.3*	26	50	40	30	50	20
O=C(Nc1nc2ccccc2n1Cc1ccccc1)c1ccccc1I	72	69	53	93	90	67	54	74	65
CC(CCc1ccc(O)cc1)NCC(O)c1ccc(O)cc1 (stereo not given)	99	102	99	113	100	112	110	119	116
O=C1CCCCCCCCC(O)C(O)CCCC(c2cccs2)O1 (stereo not given)	99	88	98	82	95	102	94	117	79
Nc1ccc(S(=O)(=O)O)c2ccc(N=Nc3ccc(N=Nc4ccc(S(=O)(=O)O)cc4)c4ccccc34)c(O)c12	103	92	111	96	108	108	114	110	115
CCOC(=O)c1ccc(N2C(=O)CC(Sc3ccccc3N)C2=O)cc1 (stereo not given)	91	99	88	104	91	92	98	114	86
Cn1ncc2c(NCCc3ccccc3)ncnc21	95	90	99	95	99	104	88	104	87
Cc1n[nH]c(C)c1N=Nc1ccc(N=Nc2c(C)n[nH]c2C)cc1	102	108	98	103	111	117	100	105	107
CC(=O)OCC1OC(OC2C(OC(C)=O)C(OC(C)=O)COC2(COC(C)=O)OC(C)=O)C(OC(C)=O)C(OC(C)=O)C1OC(C)=O (stereo not given)	101	95	97	99	96	116	101	119	87
CN(C)c1ccc(CN2CCCC3CC2c2cc(Cl)ccc23)cc1 (stereo not given)	96	75	.	82	85	87	83	98	81
CC1=C2CC[C@]2(C)[C@]23OC[C@](C)(C[C@@H]2C1=O)[C@@H]3O	105	102	96	104	102	109	103	108	106
CCCCCC/C=N\NC(=O)OCC	107	.	107	110	97	128	112	125	99
COC(=O)/C(CCC(Br)C(C)(C)[n+]1ccccc1)=C1\[C@@H](OC(C)=O)C[C@@]2(C)[C@H]1C[C@@H](O)[C@H]1[C@@]3(C)CC[C@H](O)[C@@H](C)[C@@H]3CC[C@@]12C (stereo not given in full)	113	102	102	120	115	109	.	112	103
O=C(c1nnc(Nc2ccc(Cl)cc2)o1)c1c[nH]c2ccccc12	96	86	100	79	82	95	106	110	112
Cc1ccnc(NS(=O)(=O)c2ccc(NC3Nc4nc5ccccc5nc4S3)cc2)n1 (stereo not given)	100	94	99	.	104	105	99	108	101
O=c1oc2ccccc2cc1-c1csc(N/N=C/c2cn(-c3ccccc3)nc2-c2cc3ccccc3oc2=O)n1	81	93	89	108	110	103	105	76	82
COc1ccc(-c2nonc2NC(=O)c2cccc(C)c2)cc1OC	94	82	80	101	107	82	102	96	84
O=C1C=CC2(NN=C(c3ccccc3)N2c2cccc(Cl)c2)c2cccc(O)c21 (stereo not given)	63	33	24	93	53	37	41	96	59
CC(/C=N/NC(=O)c1cc(-c2ccco2)[nH]n1)=C\c1ccccc1	.	92	97	97	97	107	70	101	100
O=C(Nc1ccccc1F)OCCCl	106[100 µM]	95[100 µM]	105[100 µM]	115[100 µM]	103[100 µM]	106[100 µM]	105[100 µM]	105[100 µM]	102[100 µM]
CC1CC2C3CCC4=CC(=O)CCC4(C)C3CCC2(C)C1(O)C(=O)CO (stereo not given)	105	94	108	102	104	132	124	130	.
Cc1sc2ncn(CC(=O)Nc3ccc(S(=O)(=O)Nc4ncccn4)cc3)c(=O)c2c1C	100	100	94	.	103	108	101	114	105
CCOC(=O)c1ccccc1[N+](=O)[O-]	104	103	113	112	134	120	104	115	118
Cc1cc(O)cc(C)c1Br	102	90	91	107	108	107	104	108	114
C#Cc1cccc(NC(=O)Nc2ccccc2NC(=O)C=C)c1	100[8.25 µM]	104[8.25 µM]	97[8.25 µM]	118[8.25 µM]	104[8.25 µM]	94[8.25 µM]	107[8.25 µM]	102[8.25 µM]	99[8.25 µM]
O=c1c2c3c(sc2n2c(SCc4nnc(Nc5ccccc5)s4)nnc2n1Cc1ccccc1)CCCC3	104	101	97	107	86	89	101	107	103
Nc1c(Br)cc(Br)c2c1[nH]c(=O)c1ccccc12	37	80	.	16	73	69	73	.	.
O=C1C(O)=C(O)C(=O)C(O)=C1O	101&90&112	96&96&99	101&102&104	103&114&105	117&103&111	106&109&119	116&126&97	117&110&114	116&120&108
COc1cc(OC)cc(-c2cc3ccc(N(C)C)cc3c(=O)[nH]2)c1	5.3*	36	7.7*	40	45	4.0*	16	21	73
CCN(CC)CCC(CNc1c(C)cnc2cc(Cl)ccc12)c1ccc(OC)cc1 (stereo not given)	87	73	81	100	78	83	70	90	78
CC(=O)Oc1cc(NS(=O)(=O)c2ccc(C)cc2)ccc1C(=O)O	101	95	102	98	116	104	105	101	120
CCC(C)(C)c1ccc(NS(=O)(=O)c2ccc(N)cc2)cc1	93	73	90	99	.	96	95	92	85
CC(CN1CCCCC1)NC(=O)c1scnc1-c1ccccc1 (stereo not given)	100	93	.	103	118	112	79	116	108
COc1ccc2[nH]cc(/C=C3/C(=O)Nc4ccc(Cl)cc43)c2c1	52	65	38	23	78	18	53	48	52
Cc1ccc(C(=O)n2cc(C=O)c3ccccc32)cc1	95	84	91	105	98	.	91	113	104
CN1c2ccccc2NC(=S)c2ccccc21	96	99	95	108	108	107	96	101	101
COc1ccc2nc(SCC(=O)Nc3ccc(F)cc3)[nH]c2c1	81	60	73	73	70	91	77	98	77
O=C(CSc1nc2sc3c(c2c(=O)n1-c1ccc(Cl)cc1)CCCC3)N/N=C/c1ccc2c(c1)OCO2	91	106	103	103	103	148	105	104	99
COc1cccc(C2C(C#N)=C(N)Oc3cc(OC)ccc32)c1 (stereo not given)	3.9*	-2.6*	3.4*	3.1*	34	-29*	.	-15*	59
COc1cc2c(c(OC)c1)C1c3ccccc3NC(=O)N1CC2 (stereo not given)	44	23	17	53	49	-6.3*	13	13	50
O=C1C(Cl)=C(Nc2ccccc2)C(=O)C(Cl)=C1Nc1ccccc1	103	109	104	108	112	119	114	121	115
CN(C)CCN1c2ccccc2Oc2ccccc21	102	63	88	89	94	96	94	102	100
O=C(CSC(=S)N1CCN(Cc2ccccc2)CC1)Nc1nc2ccccc2s1	109	79	99	104	105	110	100	115	100
CC(=O)c1cccc(Nc2ccnc(SCC(=O)c3ccc(Cl)cc3)n2)c1	96	82	95	85	92	104	97	106	96
COc1cccc(Cn2cc3c(c2)-c2onc(CO)c2CC3)c1	99	91	109	107	104	107	99	99	113
COc1ccc(/C=C2\N=C(c3ccccc3)N(c3cc(OC)c(OC)cc3C(=O)N3N=C(C)CC3=O)C2=O)cc1	89	89	102	99	103	105	.	95	101
CS(=O)(=O)c1ccc(C(=O)N=Nc2c(O)[nH]c3ccc(Cl)cc23)cc1	99	97	103	119	114	110	100	96	108
O=C(c1ccccc1)C(NCc1ccccc1)c1ccccc1 (stereo not given)	99	96	98	105	109	106	110	111	104
CCC(=O)CC1CCCC(CC(=O)CC)N1C (stereo not given)	102	103	100	109	107	117	100	122	101
C=CCc1c(C)ccc(C)c1O	106	88	103	102	102	118	111	106	97

4 records picked at random from the list so far, as already listed:
SMILES	OVCAR-8	PC-3	U251	SK-OV-3	OVCAR-5	OVCAR-3	SF-295	DU-145	OVCAR-4
Cc1n[nH]c(C)c1N=Nc1ccc(N=Nc2c(C)n[nH]c2C)cc1	102	108	98	103	111	117	100	105	107
COc1cc2c(c(OC)c1)C1c3ccccc3NC(=O)N1CC2 (stereo not given)	44	23	17	53	49	-6.3*	13	13	50
COc1ccc(/C=C2\N=C(c3ccccc3)N(c3cc(OC)c(OC)cc3C(=O)N3N=C(C)CC3=O)C2=O)cc1	89	89	102	99	103	105	.	95	101
Nc1ccc(S(=O)(=O)O)c2ccc(N=Nc3ccc(N=Nc4ccc(S(=O)(=O)O)cc4)c4ccccc34)c(O)c12	103	92	111	96	108	108	114	110	115

An excerpt of these results, with each value named:
> CCN(CC)CCC(CNc1c(C)cnc2cc(Cl)ccc12)c1ccc(OC)cc1 (stereo not given)
  OVCAR-8: 87	PC-3: 73	U251: 81	SK-OV-3: 100	OVCAR-5: 78	OVCAR-3: 83	SF-295: 70	DU-145: 90	OVCAR-4: 78

> CC(=O)Oc1cc(NS(=O)(=O)c2ccc(C)cc2)ccc1C(=O)O
  OVCAR-8: 101	PC-3: 95	U251: 102	SK-OV-3: 98	OVCAR-5: 116	OVCAR-3: 104	SF-295: 105	DU-145: 101	OVCAR-4: 120

> CCC(C)(C)c1ccc(NS(=O)(=O)c2ccc(N)cc2)cc1
  OVCAR-8: 93	PC-3: 73	U251: 90	SK-OV-3: 99	OVCAR-5: .	OVCAR-3: 96	SF-295: 95	DU-145: 92	OVCAR-4: 85

> CC(CN1CCCCC1)NC(=O)c1scnc1-c1ccccc1 (stereo not given)
  OVCAR-8: 100	PC-3: 93	U251: .	SK-OV-3: 103	OVCAR-5: 118	OVCAR-3: 112	SF-295: 79	DU-145: 116	OVCAR-4: 108

New compounds follow:
SMILES	OVCAR-8	PC-3	U251	SK-OV-3	OVCAR-5	OVCAR-3	SF-295	DU-145	OVCAR-4
O=C(NCc1ncc[nH]1)c1ccc(-c2nc3ccc4[nH]ncc4c3c3c2CCCC3)cc1	16	2.7*	13	-17*	62	3.4*	32	22	15
O=C(Oc1ccccc1)c1ccccc1	99	91	105	107	105	121	123	124	100
CCOC(=O)[C@H](Cc1ccccc1)Nc1nc(N)nc(N(C)c2ccccc2)c1C=O	83	73	81	102	119	110	.	116	94
O=C(O)c1nccnc1C(=O)O	104	90	95	95	99	108	101	109	108
O=C(/C(=C/c1ccc([N+](=O)[O-])cc1)SCc1ccc(Cl)cc1)c1ccc(F)cc1	58	41	-9.2*	64	95	54	85	86	61
COc1ccc(/C(C)=C(\c2ccc(OCCN3CCOCC3)cc2)c2ccc(OC(=O)c3ccccc3)cc2)cc1	93	88	91	99	96	84	109	99	98
COc1ccc(-c2nnc3ccc(N/N=C/c4ccccc4)nn23)cc1	66	89	78	110	110	97	94	92	93
COc1ccc(-c2cnc(N/N=C(\C)c3cc4ccccc4o3)s2)cc1	108	81	99	96	104	104	102	108	103
CC(C)(C)Nc1c(-c2cccs2)nc2ccccn12	105	90	105	98	83	106	108	102	101
O=C1OCC/C1=C/OCCCCCCO/C=C1/CCOC1=O	100	87	91	106	114	102	105	106	.
O=c1ccnc[nH]1	99	99	107	99	.	112	100	106	96
O=C1NC(C(=O)NCc2ccc(Cl)cc2Cl)C/C1=C\NCc1ccc(Cl)cc1Cl (stereo not given)	91	81	87	100	101	106	103	106	104
Oc1ccc(-c2ccc(Br)cc2)cc1	89&98	83&99	82&96	115&107	109&112	101&99	93&105	99&104	113&112
CCCCNC(=O)c1cc(Br)cc(C2CCCCC2)c1O	83	91	83	95	91	87	85	90	88
CC(=O)Nc1ccc(Cl)cc1C(=O)c1ccc[nH]1	112	97	103	99	102	108	98	117	.
CCOC(=O)/C(F)=C/C1CC1Cc1ccc(OC)cc1 (stereo not given)	104	100	102	113	108	116	101	94	107
COc1ccc(CCC2CCCCN2CCc2ccccc2)cc1OC (stereo not given)	97	81	89	77	117	104	97	106	92
Cn1c(=O)c2c(nc(CCCCCc3nc4c(c(=O)n(C)c(=O)n4C)n3C)n2C)n(C)c1=O	101	93	96	91	97	106	98	108	99
COc1cccc(OC)c1/C=C1\C(=N)N=C(SCc2nc3ccccc3[nH]2)NC1=O	102	117	100	106	119	107	93	103	98
Cc1cc(C)n(C(N)=NC(=O)c2ccccc2)n1	105	114	88	110	104	112	.	111	94

Record cards, as listed above.
Cn1c(=O)c2c(nc(CCCCCc3nc4c(c(=O)n(C)c(=O)n4C)n3C)n2C)n(C)c1=O across the screens: OVCAR-8 = 101; PC-3 = 93; U251 = 96; SK-OV-3 = 91; OVCAR-5 = 97; OVCAR-3 = 106; SF-295 = 98; DU-145 = 108; OVCAR-4 = 99
O=c1ccnc[nH]1 across the screens: OVCAR-8 = 99; PC-3 = 99; U251 = 107; SK-OV-3 = 99; OVCAR-5 = .; OVCAR-3 = 112; SF-295 = 100; DU-145 = 106; OVCAR-4 = 96

Next section
SMILES	OVCAR-8	PC-3	U251	SK-OV-3	OVCAR-5	OVCAR-3	SF-295	DU-145	OVCAR-4
COC(=O)c1ccc2c(c1)c1c(C)c3cnccc3c(C)c1n2C	0.1*	5.4*	-16*	-15*	-33*	-26*	-10*	-4.1*	-15*
O/N=C(/C[n+]1ccccc1)c1ccc2ccccc2c1	96&105	110&83	91&100	93&106	88&92	105&108	112&96	119&108	108&95
CS(=O)(=O)c1ccc(-c2nc3ccccc3n2CC(N)=O)cc1	95	82	90	84	95	111	97	113	111
O=C(N1CCOCC1)C12OC3CC(CC(C3)O1)O2	101	90	.	97	114	105	97	105	119
COc1ccc(C2C(C#N)=C(NC(C)=O)Oc3c2ccc2ccccc32)cc1 (stereo not given)	100	85	99	74	99	98	93	108	93
CC1(C)CC2=C3C=C[C@@H]4[C@@]5(C)CC[C@H](O)C(C)(C)[C@@H]5CC[C@@]4(C)[C@]3(C)CC[C@@]2(C(=O)O)CC1=O	63	45	32	76	100	22	47	84	38
COc1ccc(C(=O)N2NC(=O)/C(=C/c3ccccc3F)N=C2c2ccccc2)cc1	101	104	97	112	108	114	101	115	106
CCC(O)c1ccc(N)cc1 (stereo not given)	100	106	109	115	99	108	101	122	112
COc1ccc(-c2nc3cc(C(=O)O)ccc3n2C2CCCCC2)cc1	102	83	98	86	109	110	109	107	108
Clc1ccc2c(NCCNc3nc(-c4ccccc4)cc(-c4ccccc4)n3)ccnc2c1	-71*	-89*	-91*	84	-80*	-86*	-76*	-34*	-66*
CN1CCN(c2nc(-c3ccccc3)cc(=O)n2C)CC1	108	95	98	94	93	112	94	114	106
O=C1N=C(N2CCCCC2)S/C1=C\c1ccc(Cl)cc1	94	86	79	102	114	105	103	109	.
C=CCn1c(SCC(=O)Nc2ccc(Cl)cc2)nnc1-c1ccc(OC)cc1	94	86	102	91	74	.	91	93	79
C=C(C[n+]1ccccc1)[C@@H]1CC[C@]2(CO)CC[C@]3(C)[C@H](CC[C@@H]4[C@@]5(C)CC[C@H](O)C(C)(C)[C@@H]5CC[C@]43C)[C@@H]12	97	76	82	101	101	79	103	114	92
CCCc1[nH]c(-c2cc(N)ccc2Cl)c2c1C(=O)CCCC2	96	86	102	103	95	.	81	107	96

Bioassay records deposited in PubChem by NCI.
